KAT2A inh: inhibitors of human GCN5L2 histone acetyltransferase; Q92830; GCN5L2 HAT assay, ThioGlo1 CoA-SH fluorescence; Potency, µM (titrated, usually from 58.9 µM), for the others: at the top dose activity change, negative = inhibition, actives largely listed as inhibitors; hit rate 0.21% among 390,000
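qHTS, 1536-well. 20nM enzyme, pH 7.5 HEPES/EDTA/Tween-20 buffer; 15 min compound preinc., RT. Start: 75uM H3(1-25), 70uM AcCoA, 50uM ThioGlo1. Read Ex340/Em540 at t=0 (autofluorescence flag) and t=20 min.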
FEN1 inh: inhibitors of human flap endonuclease 1. P39748. Recombinant FEN1 flap cleavage, fluorescence, 15 min. Potency, µM (doses to about 114 µM), for the others: top-dose activity change, negative = inhibition, actives largely listed as inhibitors. hit rate 0.35% among 390,000; note: nearly all actives have a fitted effect of over 65% in size
Target sequence (P39748 whole entry, looked up): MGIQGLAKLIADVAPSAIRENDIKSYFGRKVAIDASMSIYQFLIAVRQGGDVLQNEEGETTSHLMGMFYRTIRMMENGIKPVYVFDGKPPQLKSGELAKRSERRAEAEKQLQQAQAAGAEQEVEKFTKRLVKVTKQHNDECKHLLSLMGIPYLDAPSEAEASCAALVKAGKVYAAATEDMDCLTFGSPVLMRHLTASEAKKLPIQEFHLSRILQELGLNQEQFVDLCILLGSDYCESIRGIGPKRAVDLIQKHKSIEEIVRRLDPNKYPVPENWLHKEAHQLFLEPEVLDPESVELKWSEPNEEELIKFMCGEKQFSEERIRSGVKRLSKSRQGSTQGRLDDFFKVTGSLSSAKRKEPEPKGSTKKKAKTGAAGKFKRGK
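Steps: FEN1 (10 nM) dispensed; compound added by pin tool; 15 min at room temperature; substrate added to 50 nM final; reads at 0 min and 15 min; data normalized and fitted (four-parameter Hill).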
N370S GC: inhibitors or activators of N370S glucocerebrosidase for Gaucher disease | P04062 | N370S GC spleen homogenate, 4MU-glucoside fluorescence | Potency, µM (top dose mostly 59.4 µM), for inactives: at the highest dose activity change, negative = inhibition, usual class: inhibitors | hit rate 0.092% among 330,000 | AID 2101;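 note: 0% = full enzyme activity and -100% = no enzyme basal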
Starred values were filed as active, the others as inactive; ? = inconclusive; · = no result given; & = joins results of further samples; [ ] = another dose, or the depositor's remark. Calls come from the whole dose curve; as a rule, active = well fitted curve in the direction sought with a large enough effect; inconclusive = small, poorly fitted or top-dose-only effect, or another doubt; inactive = no such curve, though single readings can be large; an effect the other way counts as inactive or inconclusive. Unless noted, % is set by controls: 0 for no effect and ±100 for the full control effect; potency is the fitted concentration of half-maximal effect.

Start of the data: the first four records (preview)
no.	Molecule	KAT2A inh	FEN1 inh	N370S GC
1	Cc1sc2c(c1C)CN(C1CC(C)(C)NC(C)(C)C1)CN2C(=O)c1ccco1	-6%	·	-2%
2	CN1CCN(c2ccc(C(F)(F)F)cc2NC(=O)Nc2ccccc2)CC1	-11%	-1%	?
3	COc1ccc(CN2CN(C3CCCC3)CSC2=S)cc1	-7%	1%	-7%
4	CC(=O)Nc1cc(-c2ccc(Cl)cc2)[nH]n1	-3%	7%	-1%

The listing, previewed entries included:
no.	Molecule	KAT2A inh	FEN1 inh	N370S GC
1	Cc1sc2c(c1C)CN(C1CC(C)(C)NC(C)(C)C1)CN2C(=O)c1ccco1	-6%	·	-2%
2	CN1CCN(c2ccc(C(F)(F)F)cc2NC(=O)Nc2ccccc2)CC1	-11%	-1%	?
3	COc1ccc(CN2CN(C3CCCC3)CSC2=S)cc1	-7%	1%	-7%
4	CC(=O)Nc1cc(-c2ccc(Cl)cc2)[nH]n1	-3%	7%	-1%
5	CCOC(=O)c1c(/N=C/N(C)C)sc(C=O)c1-c1ccccc1	1%	3%	-5%
6	Cc1ccc(C(=O)Oc2cc(-c3ccccc3)no2)cc1	-7%[0.501 µM]	5%	-7%
7	COc1cc(/C=C(/C#N)C(=O)NCCCc2ccccc2)ccc1OCC(=O)O	-11%	4%	0%
8	Cc1cc(C)nc(SCC(=O)Nc2ccc(N3CCOCC3)c(Cl)c2)n1	0%	0%	-1%
9	CCOC(=O)N1CCN(C(=O)COc2ccc(S(=O)(=O)Nc3ccc(OCC)cc3)cc2)CC1	-15%	-2%	-2%
10	CSc1ncccc1C(=O)Nc1ccc(S(=O)(=O)Nc2nccs2)cc1	2%	-12%	-2%
11	Cc1cc(C(=O)Nc2cccc(S(=O)(=O)N3CCOCC3)c2)c2ccccc2n1	0%	16%	·
12	N#CN=C(c1ccccc1)c1ccccc1	-4%	15%	4%
13	CCN1CCN(c2cc(C)c3cc(NC(=O)c4cnccn4)ccc3n2)CC1	-7%	-14%	-3%
14	CCCOc1ccc(C(=O)Nc2c[nH]c(=O)[nH]c2=O)cc1	-2%	7%	3%
15	CCOc1ccc(N2C=Nc3ccc(OCC)cc3C2)cc1	-15%	16%	-13%
16	CCOC(=O)C1CCCN(c2c(Nc3cccc(C)c3)c(=O)c2=O)C1 (centres undefined)	-8%	-9%	4%
17	CC1(C)S[C@@H]2[C@H](NC(=O)C(NC(=O)N3CCNC3=O)c3ccccc3)C(=O)N2[C@H]1C(=O)O (some centres undefined)	-11%	0%	-6%
18	c1ccc(Nc2nc(NCC3CCCO3)c3ccccc3n2)cc1 (centres undefined)	-15%	-4%	-26%
19	COc1ccc(C(=O)NC(=S)NNC(=O)c2ccco2)cc1	-5%	4%	3%
20	COc1cccc(CC(NC(C)=O)C(=O)NC2CCN(C(=O)c3ccncc3)CC2)c1OC (centres undefined)	-5%	-6%	1%
21	Clc1cccc(/C=N/Nc2nnc(Cl)c3ccccc23)c1	-2%	?	0%
22	CC(=O)N1CCN(S(=O)(=O)c2ccc(S(=O)(=O)N3CCCC(C)C3)cc2)CC1 (centres undefined)	0%	4%	2%
23	CCCN(CCC)C(=O)c1ccc2c(c1)N(Cc1ccccc1)C(=O)CS2=O (centres undefined)	-6%	-16%	4%
24	CN(C)CCCN(C(=O)COc1ccc(Cl)cc1)c1nc2ccc(F)cc2s1	-8%	2%	13%
25	CNC(=O)Cn1nc(-c2ccc(Cl)cc2)c2ccccc2c1=O	-18%&8%	3%&12%	-4%
26	FC(F)Oc1cccc2cccnc12	-7%	1%	6%
27	c1ccc(-c2cccc(-c3ccccc3)n2)cc1	1%	10%	-1%
28	CCOc1ccc(N(CC(=O)Nc2ccccc2Cl)S(C)(=O)=O)cc1	-3%	2%	-17%
29	COc1ccc(-c2c(C)nn(-c3ccccc3)c2N)cc1OC	1%	-1%	-6%
30	COc1cc(C=O)ccc1OCC(=O)Nc1ccccc1N1CCOCC1	-27%	-3%	22%
31	S=C(Nc1ccc(Cl)cc1Cl)NC1CCN(Cc2ccccc2)CC1	-1%	-10%	-4%
32	O=c1[nH]c2ccc(NC(=S)Nc3ccc(Cl)cc3)cc2[nH]1	0%	-4%	-9%
33	Cn1nc([N+](=O)[O-])nc1Sc1ccc(C(C)(C)C)cc1	-6%	0%	5%
34	Cc1ccccc1-c1nc(CN2CCCC(C(=O)NCc3cccnc3)C2)c(C)o1 (centres undefined)	-2%	-10%	-30%
35	Cc1cc(N2C(=O)[C@@H]3[C@H](C2=O)[C@@H]2C[C@H]3C(Br)C2Br)no1 (some centres undefined)	2%	4%	0%
36	Cc1ccc(C)c(NC(=O)CN(C)C(=O)c2cc(C3CC3)nn2-c2ccccc2)c1	-1%	12%	·
37	C/C(=N\n1nnnc1Nc1ccccc1)c1ccc(N)cc1	-3%	·	0%
38	COc1ccccc1NC(=O)c1cc2c(=O)n(C)c3ccccc3c2n1C	-27%	?	-3%
39	Cc1ccc(NC(=O)c2ccc(F)c(S(=O)(=O)N3CCOCC3)c2)cc1F	-13%	-2%	-23%
40	Cc1nc2ccccc2c2oc(C(=O)NCCCN3CCCC(C)C3)cc12 (centres undefined)	0%	-17%	-10%
41	CC(C)CCN1CCN(Cc2ccon2)CC1CCO (centres undefined)	-10%	51%	7%
42	O=C(c1ccc(COc2ccccc2Cl)o1)N1N=C(C(F)F)CC1(O)C(F)F (centres undefined)	-7%	-7%	-3%
43	CC(=O)Nc1ccc(NC(=O)/C=C/c2ccc3c(c2)OCO3)cc1	0%	-8%	-2%
44	CCc1ccc(C(=O)c2cn(CC(=O)Nc3cccc(C)c3C)c3nc(C)ccc3c2=O)cc1	0%	-3%	·
45	O=C(NCC1(c2ccccc2)CCCC1)c1ccco1	0%	13%	-4%
46	COC(=O)c1ccccc1NC(=O)c1cn2c3c(ccc(Cl)c3c1=O)OC(C)C2 (centres undefined)	-2%	-8%	·
47	CCCCN(C(=O)NC(=O)Nc1nc2ccc(OC)cc2s1)S(C)(=O)=O	-12%	-10%	12%
48	COc1ccc(NC(=O)Cn2c(=O)n(Cc3ccccc3OC)c(=O)c3cccnc32)cc1Cl	-4%	4%	·
49	CC(C(=O)N1CCOCC1)N1C(=O)C2C3CC(C(Br)C3Br)C2C1=O (centres undefined)	-6%	0%	4%
50	O=C(Nc1cccc(C(=O)N2CCN(c3ccc(F)cc3)CC2)c1)c1ccccc1	-4%	-2%	-2%
51	COc1cccc(NC(=O)CSc2nnc(-c3ccoc3C)n2C)c1	-3%	4%	-2%
52	C[C@H](NC(=O)OC(C)(C)C)c1nnc(SCc2c(F)cccc2Cl)o1	-8%	10%	·
53	CSc1c(-c2ccccc2)nc2ccccc2c1C(=O)O	-3%	-4%	8%
54	CN1C(=O)/C(=C\c2ccc(N(C)C)cc2)OC1=S	-5%	3%	-5%
55	CSc1nc2cc(Oc3cccc(Cl)c3Cl)c(Cl)cc2[nH]1	-18%&-10%	-13%	2%
56	O=C(Oc1ccccc1C(=O)N1CCOCC1)c1ccccc1	2%	-13%	3%
57	CCn1c(C(=O)N2CCCC(C(=O)NCCc3ccc(C)cc3)C2)cc2sccc21 (centres undefined)	-1%	0%	9%
58	COCCN(C(=O)COC(=O)c1cccnc1Cl)c1c(N)n(Cc2ccccc2)c(=O)[nH]c1=O	-2%	8%	-3%
59	CCCOc1cccc(C2/C(=C(/O)c3ccncc3)C(=O)C(=O)N2CCCN(C)C)c1 (centres undefined)	-1%	·	25%
60	COc1ccc(CC(=O)N(C)Cc2cccc(OC)c2OC)cc1S(=O)(=O)N1CCOCC1	-3%	7%	7%

Continuation:
no.	Molecule	KAT2A inh	FEN1 inh	N370S GC
61	O=C(Nc1ccc(N2CCOCC2)c(Cl)c1)c1ccccc1F	-8%	-5%	7%
62	COCCN(C(=O)COC(=O)CCS(=O)(=O)c1ccccc1)c1c(N)n(Cc2ccccc2)c(=O)[nH]c1=O	3%	11%	-5%
63	Cc1ccc(S(=O)(=O)N2CCCCC2C(=O)N(C)c2ccccc2)cc1 (centres undefined)	?	6%	-15%
64	CCCCN1C(=O)CN(C2CCCCCC2)C(=O)C1c1ccc(OC(C)C)c(OC)c1 (centres undefined)	-4%	-1%	·
65	Cc1ccc(N2C(=O)[C@@H]3C(C(=O)CCN4C(=O)c5ccccc5C4=O)=NN[C@@H]3C2=O)cc1	-3%	-3%	10%
66	Cc1ccc(NS(=O)(=O)c2ccc(C(=O)NCCCN3CCCC3=O)cc2)cc1	1%	5%	?
67	CN(C)c1nc(SCCOC(=O)c2ccccc2)nc(N(C)C)n1	-9%	-22%	?
68	CCCCN(CC)CCCNC(=O)c1cn(-c2ccc(OC)cc2)c(=O)c2ccccc12	-2%	8%	-9%
69	O=C1c2ccccc2C(=O)N1Cc1nc(-c2ccccn2)no1	·	0%	-25%
70	COc1cc2c(cc1OC)C(C)N(C(=S)Nc1ccccc1)CC2 (centres undefined)	-5%	2%	26%
71	COc1ccc(CCNC(=O)c2ccc(NC3=NC4CS(=O)(=O)CC4S3)cc2)cc1OC (centres undefined)	-9%	-9%	5%
72	O=C(Nc1ccc(Cl)cc1)N1CCC(c2nc(-c3cccs3)no2)CC1	?	-13%	6%
73	Cn1ncc2c(Nc3ccc([N+](=O)[O-])cc3)nc(Cl)nc21	3%	-1%	0%
74	O=C(Nc1sc2c(c1C(=O)NCCCO)CCCC2)c1ccccc1	-7%	-8%	?
75	Cc1cc(NC(=O)CCC(=O)N(Cc2cccnc2)C(C(=O)NC(C)(C)C)c2ccccc2Cl)no1 (centres undefined)	-1%	-2%	6%
76	O=[N+]([O-])c1ccc(SCCc2ccncc2)cc1	-15%&-22%	-20%&8%	-9%&-12%
77	Cc1ccc(NC(=O)C2(c3ccccc3)CCOCC2)c([N+](=O)[O-])c1	-2%	-7%	-9%
78	CCOC(=O)/C=C1\SCC(=O)N1CC(=O)Nc1ccc(C(C)C)cc1	-7%	-17%	3%
79	Cc1ccc(C(=O)NCCSc2ccccc2)cc1S(=O)(=O)Nc1ccccc1	-9%	-2%	·
80	COc1ccc(OC2CCN(S(=O)(=O)c3ccc(C(C)=O)cc3)CC2)cc1	-16%	9%	-4%
81	N/C(=N\OC(=O)c1cc(Br)ccc1Cl)c1ccccn1	2%	-2%	-5%
82	CN(C)c1ccc(NC(=O)Cn2c(SCc3ccc(F)cc3)nc3ccncc32)cc1	-14%	-2%	·
83	COc1cc(-c2nc(-c3ccc(NC(=O)c4ccc(Br)o4)cc3)no2)cc(OC)c1OC	-14%	-14%	25%
84	Nc1ccc(C(=O)OCc2nc3ccccc3s2)cc1	-8%	13%	9%

Some of the entries so far, in transposed form.
12) N#CN=C(c1ccccc1)c1ccccc1
32) O=c1[nH]c2ccc(NC(=S)Nc3ccc(Cl)cc3)cc2[nH]1
56) O=C(Oc1ccccc1C(=O)N1CCOCC1)c1ccccc1
72) O=C(Nc1ccc(Cl)cc1)N1CCC(c2nc(-c3cccs3)no2)CC1

Screen / compound no.	12	32	56	72
KAT2A inh	-4%	0%	2%	?
FEN1 inh	15%	-4%	-13%	-13%
N370S GC	4%	-9%	3%	6%

Remaining list, next part.
no.	Molecule	KAT2A inh	FEN1 inh	N370S GC
85	COC(=O)NNC1=CC(=O)CC(C)(C)C1	-4%	2%	4%
86	COC(=O)CNC(=O)/C=C/c1cc(Br)ccc1OC	-8%	-2%	10%
87	Cc1noc(-c2ccc(-c3noc(-c4ccc(F)cc4)n3)cc2)n1	2%	-10%	·
88	O=[N+]([O-])c1ccccc1/C=N/n1c(COc2ccccc2)n[nH]c1=S	-12%	5%	-4%
89	CCc1ccc2c(c1)C(NC(C)=O)C(=O)N2CC (centres undefined)	-5%	2%	-6%
90	COc1ccccc1C(=O)NC(=O)COC(=O)Cc1ccccc1[N+](=O)[O-]	-11%	-4%	0%
91	O=C(CCn1cccc1)Nc1ccccc1F	-4%	5%	9%
92	O=C(c1cc([N+](=O)[O-])cc([N+](=O)[O-])c1)N(c1ccccn1)c1ccccn1	-1%	-3%	6%
93	Cc1ccc(/C=N/NC(=O)CSCc2ccc(Cl)cc2)cc1	-22%	-22%	0%
94	CC(C)(C)NC(=O)C(c1ccc(F)cc1)N(CC1CCCO1)C(=O)c1csnn1 (centres undefined)	-2%	-9%	-15%
95	C=CCn1cc([N+](=O)[O-])nc1C	-5%	0%	2%
96	CCn1nnnc1SCC(=O)Nc1ccc(OC)cc1	-1%	-4%	9%
97	O=C1CSC(c2ccccc2)N1c1ccccc1F (centres undefined)	?	-9%	1%
98	CCOc1cc(C(=O)N(C)c2ccccc2)cc(OCC)c1OCC	-1%	-11%	4%
99	O=C(c1ccc2snnc2c1)N1CCCCC1	-3%	-1%	2%
100	Cc1coc2c(O)cc3c(c12)OC1(N2CCCCC2)C(=O)NCCCC31 (centres undefined)	-7%	?	2%
101	CCN(CC)S(=O)(=O)c1ccc(Cl)c(NC(=O)c2ccccc2C)c1	-1%	7%	3%
102	COc1ccccc1C(=O)Nc1ccc2nc(N3CCC(C)CC3)cc(C)c2c1	-22%	-2%	·
